From PubChem
Mm-Cpn inhibitor: Inhibitors of TCP-1 ring complex (TRiC) of Methanococcus maripaludis (MmCpn): qHTS; Chaperonin Mm-Cpn (Methanococcus maripaludis); Potency, µM (doses to about 76.9 µM), without a hit: at the top dose activity, negative = inhibition, usual class: inhibitors; purified Mm-Cpn ATPase, ADP Transcreener TR-FRET; 0.031% of 330,000 active; further: potency means the concentration at half of the fitted maximal effect; on the % scale 0 is the no-effect control and ±100 the full control effect; nearly all actives have a fitted effect of over 80% in size
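Purified archaeal chaperonin (25 nM final) was preincubated with compound for 10 min at 37°C, then ATP (10 uM final) was added for 30 min at 37°C in Tris pH 7.4/KCl/MgCl2/DTT buffer. ADP was quantified by HTRF Transcreener TR-FRET.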
Nrf2 ARE act: qHTS of Nrf2 Activators. 0.31% of 410,000 active. AREc32 ARE-luciferase reporter (MCF7-derived line), luminescence, 24 h. Potency, µM (series often up to 46.1 µM), inactives show at the highest dose activation, actives largely listed as activators; further: potency means the concentration at half of the fitted maximal effect; % of control where 0% means no effect; nearly all actives have a fitted effect of over 65% in size
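AREc32 cells carrying an ARE-driven firefly luciferase reporter were seeded at 1000 cells/well in OPTI-MEM with 5% FBS, then exposed to compound for 24 hr at 37 deg C. Luminescence was read with Steady-Glo after 30 min at RT.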
A549 viability: Nrf2 qHTS screen for inhibitors: counterscreen for cytotoxicity; 0.16% of 390,000 active; Potency, µM (series often up to 46 µM), without a hit: top-dose activity change, negative = cytotoxicity, hits mostly inhibitors; A549 ARE-Fluc cells, CellTiter-Fluor viability, 18-24 h; further: potency means the concentration at half of the fitted maximal effect; on the % scale 0 is the no-effect control and ±100 the full control effect
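A549 ARE-Fluc cells in 5% FBS OPTI-MEM, 5000 cells/well, rested 2 h then exposed to compounds in concentration-response for 18-24 h at 37 °C. Viability by CellTiter-Fluor fluorescence (Ex 405/Em 525) after 30 min; luciferase luminescence (BugLite, 15 min, RT) read afterwards.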
TGFb inhibitor: qHTS for Inhibitors of TGF-b. HepG2 CAGA-GFP TGF-b/SMAD3 reporter, GFP fluorescence, 18 h; TGF-beta stimulated, 500 pg/mL final. Potency, µM (series often up to 46.1 µM), without a hit: at the top dose activity, negative = inhibition, usual class: inhibitors. 1.2% of 410,000 active. AID 588855, 2011; further: potency means the concentration at half of the fitted maximal effect; on the % scale 0 is the no-effect control and ±100 the full control effect; nearly all actives have a fitted effect of over 65% in size
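Using HEPG2 CAGA-GFP reporter cells at 1000 cells/well, we pinned test compounds, stimulated with recombinant TGF-beta (500 pg/mL final) and measured total well GFP after 18 h.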
CCT chaperon mod: High-Throughput Screening for Modulators of Cytosolic Chaperonin Activity | purified chaperonin ATPase assay, HTRF ADP detection, 30 min | activity change, % (concentration not given with the values), hits read low | 0.3% of 360,000 active | AID 651819, 2012; in the data active means activity change below about -30%; further: on the % scale 0 is the no-effect control and ±100 the full control effect
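We incubate TRiC, 40 or 20 nM final, with library compounds at 76 uM and 10 uM ATP for 30 min at 37 °C. ADP formed is detected with Transcreener HTRF reagents after 30 min at room temperature.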
pAkt inh: HTS Assay for Inhibitors of Akt Phophorylation: Primary Screen; Neuro2A IGF-stimulated pAkt S473 HTRF, 20 min; stronger effect = lower value; activity change, % for hits at 50 µM; 0.32% of 360,000 active; in the data active means activity change below about -80%; inconclusive means mostly about -51% to -80%; further: on the % scale 0 is the no-effect control and ±100 the full control effect
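Neuro2A cells (4,500/well, DMEM with 0.5% FBS) were treated with compound at a single 50 µM final concentration, stimulated with 6 nM IGF for 20 min at 37 °C, and lysed. Phospho-Akt Ser473 was read by HTRF as 665/615 ratio ×10^4.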
Nrf2 block: Nrf2 qHTS screen for inhibitors | Potency, µM (titrated, usually from 46 µM), without a hit: top-dose activity change, negative = inhibition, hits mostly inhibitors | A549 ARE-Fluc reporter, luciferase luminescence, 18-24 h | 2.1% of 360,000 active; further: potency means the concentration at half of the fitted maximal effect; on the % scale 0 is the no-effect control and ±100 the full control effect; nearly all actives have a fitted effect of over 60% in size
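A549 ARE_Fluc cells (5000/well, 5% FBS OPTI-MEM) pre-incubated 2 h, then treated with compounds 18-24 h at 37C/5% CO2 in concentration-response. CellTiter-Fluor viability read first; BugLite luciferase luminescence after 15 min at room temperature gives Nrf2 activity.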
EPAC2 ag: qHTS for Agonist of cAMP-regulated guanine nucleotide exchange factor 4 (EPAC2): primary screen; Rap guanine nucleotide exchange factor 4 (Homo sapiens), Q8WZA2; EPAC2 activation, biochemical qHTS; response scale: 100% = 6.5 mM cAMP response; Potency, µM (titrated, usually from 154 µM), for inactives: at the top dose activation, usual class: activators; 0.079% of 360,000 active; AID 720711, 2013; further: potency means the concentration at half of the fitted maximal effect; nearly all actives have a fitted effect of over 50% in size
Target sequence (Q8WZA2 whole entry, looked up): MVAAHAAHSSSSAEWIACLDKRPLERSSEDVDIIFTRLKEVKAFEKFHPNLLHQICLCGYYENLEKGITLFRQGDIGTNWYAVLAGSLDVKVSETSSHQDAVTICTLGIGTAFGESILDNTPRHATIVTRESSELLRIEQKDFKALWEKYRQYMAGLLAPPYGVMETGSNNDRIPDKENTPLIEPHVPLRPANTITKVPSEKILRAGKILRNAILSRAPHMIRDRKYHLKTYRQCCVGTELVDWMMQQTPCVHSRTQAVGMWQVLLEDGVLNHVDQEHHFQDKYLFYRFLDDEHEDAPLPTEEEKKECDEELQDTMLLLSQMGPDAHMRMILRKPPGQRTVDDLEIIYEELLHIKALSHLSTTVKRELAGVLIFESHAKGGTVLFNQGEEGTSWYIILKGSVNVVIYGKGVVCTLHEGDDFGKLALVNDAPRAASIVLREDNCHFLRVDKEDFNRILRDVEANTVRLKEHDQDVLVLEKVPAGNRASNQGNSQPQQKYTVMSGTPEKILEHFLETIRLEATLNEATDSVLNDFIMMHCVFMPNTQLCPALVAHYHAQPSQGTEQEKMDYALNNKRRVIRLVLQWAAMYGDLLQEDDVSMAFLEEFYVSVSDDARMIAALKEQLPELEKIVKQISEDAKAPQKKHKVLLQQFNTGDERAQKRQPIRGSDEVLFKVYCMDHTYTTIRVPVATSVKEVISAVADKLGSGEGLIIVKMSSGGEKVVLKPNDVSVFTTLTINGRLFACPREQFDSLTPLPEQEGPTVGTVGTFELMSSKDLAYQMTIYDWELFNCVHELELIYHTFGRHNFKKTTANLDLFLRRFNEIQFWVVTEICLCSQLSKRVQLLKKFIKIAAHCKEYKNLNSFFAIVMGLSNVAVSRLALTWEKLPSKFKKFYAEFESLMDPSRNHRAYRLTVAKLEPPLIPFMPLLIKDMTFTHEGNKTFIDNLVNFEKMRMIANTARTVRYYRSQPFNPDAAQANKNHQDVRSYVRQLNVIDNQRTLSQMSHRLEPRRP
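EPAC2 (100 nM) mixed with Rap1B loaded with BODIPY-GDP (250 nM) plus 50 uM unlabeled GDP; compounds pinned in, 5 min RT, then read every 5 min for 30 min (ex 480, em 540 nm). Normalized to cAMP control.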
EPAC2 antag: qHTS for Antagonist of cAMP-regulated guanine nucleotide exchange factor 2 (EPAC2): primary screen | Rap guanine nucleotide exchange factor 4 (Homo sapiens), Q8WZA2 | EPAC2 GEF exchange of Rap1B-BODIPY-GDP, fluorescence | Potency, µM (highest dose often 114 µM), without a hit: at the top dose activity, negative = inhibition, hits mostly inhibitors | 0.18% of 360,000 active; further: potency means the concentration at half of the fitted maximal effect; on the % scale 0 is the no-effect control and ±100 the full control effect; nearly all actives have a fitted effect of over 45% in size; many of its hits are not listed in these tables
Starred values were filed as active, the others as inactive; i = inactive; ? = inconclusive; nt = not tested or not shown; [ ] = another dose, or the depositor's remark. Unless noted, the call rests on the fitted dose curve; in most records, active means well fitted curve in the direction sought with a large enough effect; inconclusive means small, poorly fitted or top-dose-only effect, or another doubt; inactive means no such curve, though single readings can be large; an effect the other way counts as inactive or inconclusive. Only part of the results is shown (hit frequency here may not be typical).

SMILES	Mm-Cpn inhibitor	Nrf2 ARE act	A549 viability	TGFb inhibitor	CCT chaperon mod	pAkt inh	Nrf2 block	EPAC2 ag	EPAC2 antag
CCOC(=O)C(NC(=O)c1ccc(OC)cc1)(OCC1(CC)COC1)C(F)(F)F (stereo not drawn)	-1%	-0.7%	2%	?	-0.5	i	4%	-7%	-1%
Cc1cccc(OCC(=O)OC(C)C(=O)Nc2ccc(S(=O)(=O)N3CCCCC3)cc2)c1 (stereo not drawn)	1%	-0.1%	6%	22%	-2.3	i	7%	2%	-21%
COc1ccc2oc(C(=O)OCC(=O)N(C)c3c(N)n(Cc4ccccc4)c(=O)[nH]c3=O)c(C)c2c1	-3%	-0.5%	-2%	?	1.5	i	10%	-3%	50%[activator]
COc1ccccc1N(CC(=O)NC1CCCC1)C(=O)CCC(=O)Nc1cc(C)on1	0%	-0.5%	-1%	25%	-0.3	i	13%	3%	21%
COc1ccc(-c2noc(CCCC(=O)Nc3ccc(C(N)=O)cc3)n2)cc1OC	0%	2.3%	0%	-6%	-1.7	i	1%	10%	5%
COCC1CCN(Cc2c(C(=O)N3CCN(C4CCCCC4)CC3)nc3ccccn23)C1 (stereo not drawn)	1%	2.0%	-12%	2%	-1.0	i	5%	2%	4%
O=C(C1=C(O)C(=O)N(CC2CCCO2)C1c1ccccc1[N+](=O)[O-])c1ccco1 (stereo not drawn)	0%	3.2%	-20%	13%	-3.6	i	2%	4%	2%
COc1ccccc1/C=N/NC(=O)CCSc1ccccc1	-1%	2.6%	-2%	-12%	-0.5	i	0%	11%	7%
O=C(Nc1ccccc1)N1CCCN(Cc2ccccc2F)C1	1%	1.9%	5%	9%	-0.9	i	10%	7%	13%
Cn1nnnc1Sc1ncnc2scc(-c3cccc(C(F)(F)F)c3)c12	-5%	?	?	?	nt	nt	?	17%	-12%
COc1ccc(C(=O)NCC(=O)OCC(=O)N2CCC(C)CC2)cc1OC	0%	-0.8%	-3%	32%[activator]	0.2	i	13%	-8%	-4%
CCOc1ccc(/C=C/C(=O)N(CC)CC(=O)Nc2ccc3c(c2)OCCO3)cc1OC	0%	-0.3%	-4%	-9%	-4.8	i	3%	6%	-2%
Cc1ccc(CNC(=O)COC(=O)c2cncc(Br)c2)cc1	-14%	-0.2%	-2%	10%	1.9	i	-5%	-12%	7%
O=C1CC(c2ccccc2)CC(O)=C1C=Nc1ccccc1Cl (stereo not drawn)	-2%	3.5%	-1%	?	-0.9	i	-22%	-1%	-6%
CCN(Cc1ccccc1)C(=O)Cn1c(=O)n(-c2ccc(F)c(Cl)c2)c(=O)c2sc3ccccc3c21	nt	-0.4%	-18%	1%	nt	nt	3%	nt	nt
Cc1cc(C(=O)NCc2cccs2)c(C)o1	2%	0.7%	-11%	-17%	1.2	i	-10%	6%	14%
COc1ccc(N2CCN(C(=O)COc3ccc4c(C)cc(=O)oc4c3)CC2)cc1	-2%	0.1%	-6%	?	-2.7	i	-16%	9%	-1%
CCCNC(=O)C1(C)CCN(C(=O)c2ccc(OC(F)F)cc2)C1 (stereo not drawn)	nt	-0.1%[9.22 µM]	nt	19%	0.0	i	nt	6%	-2%
CCOc1ccccc1CNC(=O)C1CCC(=O)N1C(C)C (stereo not drawn)	1%	-0.3%	2%	-13%	-13	i	0%	2%	-1%
Cn1nc(C(F)(F)F)c(-c2ccccc2)c1NC(=O)c1nccnc1C(=O)O	2%	0.0%	5%	-10%	-1.1	i	0%	3%	2%
CCn1c(O)c(N=NC(=O)CNC(=O)/C=C/c2ccccc2)c2ccccc21	?	-0.1%	0%	-17%	-0.6	i	?	10%	1%
C[C@@H](C(=O)Nc1ccc2ccccc2c1)[C@@H]1C[C@@]1(C)[C@@H](NC(=O)c1cccnc1)c1ccccc1	3%	-0.1%	-3%	-24%	-4.0	i	4%	8%	4%
COc1ccc(OC)c(S(=O)(=O)N2CCC3(CC2)OCCN3S(=O)(=O)c2ccccc2)c1	-4%	0.0%	6%	-4%	1.4	i	15%	9%	5%
COc1ccc(CCNC(=O)Cc2ccc(NS(=O)(=O)c3ccc(F)cc3)cc2)cc1OC	2%	-1.5%	10%	-14%	1.9	i	-11%	5%	-11%
COc1ccc(-c2ccc(SCC(=O)NCc3ccc4c(c3)OCO4)nn2)cc1OC	-2%	4.5%	?	-15%	2.4	i	?	-6%	12%
O=C(Nc1ccccc1)N1N=C(c2cccs2)CC1c1cccs1 (stereo not drawn)	-2%	2.1%	-8%	0%	2.2	i	23µM*	?	-15%
CC(C)=CCc1c(C)nc2ccccc2c1C(=O)O	-2%	-0.1%	4%	4%	-4.3	i	6%	-4%	2%
COc1ccccc1N1CCN(/N=C/c2cc(OC)c(OC(C)=O)c(OC)c2)CC1	1%	-0.3%	2%	-7%	2.3	i	-1%	-1%	-2%
COc1ccc(/C=C/C(=O)c2ccc3c(c2)OCO3)c(OC)c1	-4%	?	3%	-17%	-1.2	i	9%	11%	?
O=C(Cc1ccc(-n2c(=O)c3sccc3n(Cc3ccc(F)cc3)c2=O)cc1)NCc1ccco1	3%	-0.8%	-1%	-7%	-2.3	i	?	4%	24%
CC(C)CNC(=O)C(=O)NC1CCCC1	nt	-0.8%	-1%	9%	0.2	i	10%	7%	6%
CCOC(=O)C(C(C)=O)c1nc(C)nc2c1nnn2Cc1ccccc1Cl (stereo not drawn)	-6%	-0.5%	6%	-1%	-6.2	i	-2%	-2%	-28%
Cc1cc(C)c(C(N)=O)c(Nc2cccc(Cl)c2C)n1	4%	0.4%	25%	0%	-4.5	i	13%	-5%	-10%
O=S(=O)(O)c1ccc(Cl)c(Cl)c1	nt	0.0%	4%	14%	-0.9	i	5%	3%	11%
CCOc1ccc(C(=O)c2cn(Cc3cccc(OC)c3)c3cc4c(cc3c2=O)OCO4)cc1	nt	3.4%	-18%	?	nt	nt	-30%	nt	nt
CC(C)c1ccc(NC(=O)NCc2ccccn2)cc1	-3%	-2.2%	0%	-9%	-0.5	i	3%	3%	-9%
Cc1cc(C(=O)C(=O)N(C)C)c(C)n1-c1ccc(Cl)cc1	-2%	0.3%	2%	2%	0.6	i	-8%	2%	1%
COCCCn1c(SCC(=O)NC2CCCCC2)nnc1-c1ccncc1	1%	-0.6%	3%	13%	0.7	i	13%	-5%	-4%
O=C(c1ccc(-c2nnc(-c3ccccc3)o2)cc1)N1CCCCCC1	1%	-0.5%	0%	-4%	-4.0	i	?	-10%	3%
O=C(NCC1CCCO1)C(c1ccc(F)cc1)N(CCCN1CCOCC1)C(=O)c1ccc(-c2ccccc2)[nH]1 (stereo not drawn)	1%	-0.4%	2%	9%	-2.6	i	-9%	4%	6%
COc1ccc(/C(C)=N\NC(=O)CSc2nnc(C)s2)cc1	-1%	0.4%	10%	-2%	3.2	i	-12%	7%	1%

A draw from above in order of SMILES length, descending.
SMILES	Mm-Cpn inhibitor	Nrf2 ARE act	A549 viability	TGFb inhibitor	CCT chaperon mod	pAkt inh	Nrf2 block	EPAC2 ag	EPAC2 antag
C[C@@H](C(=O)Nc1ccc2ccccc2c1)[C@@H]1C[C@@]1(C)[C@@H](NC(=O)c1cccnc1)c1ccccc1	3%	-0.1%	-3%	-24%	-4.0	i	4%	8%	4%
O=C(NCC1CCCO1)C(c1ccc(F)cc1)N(CCCN1CCOCC1)C(=O)c1ccc(-c2ccccc2)[nH]1 (stereo not drawn)	1%	-0.4%	2%	9%	-2.6	i	-9%	4%	6%
CCN(Cc1ccccc1)C(=O)Cn1c(=O)n(-c2ccc(F)c(Cl)c2)c(=O)c2sc3ccccc3c21	nt	-0.4%	-18%	1%	nt	nt	3%	nt	nt
COc1ccc(OC)c(S(=O)(=O)N2CCC3(CC2)OCCN3S(=O)(=O)c2ccccc2)c1	-4%	0.0%	6%	-4%	1.4	i	15%	9%	5%
COCC1CCN(Cc2c(C(=O)N3CCN(C4CCCCC4)CC3)nc3ccccn23)C1 (stereo not drawn)	1%	2.0%	-12%	2%	-1.0	i	5%	2%	4%
COc1ccc(-c2noc(CCCC(=O)Nc3ccc(C(N)=O)cc3)n2)cc1OC	0%	2.3%	0%	-6%	-1.7	i	1%	10%	5%
CCOC(=O)C(C(C)=O)c1nc(C)nc2c1nnn2Cc1ccccc1Cl (stereo not drawn)	-6%	-0.5%	6%	-1%	-6.2	i	-2%	-2%	-28%
COCCCn1c(SCC(=O)NC2CCCCC2)nnc1-c1ccncc1	1%	-0.6%	3%	13%	0.7	i	13%	-5%	-4%
O=C(Nc1ccccc1)N1CCCN(Cc2ccccc2F)C1	1%	1.9%	5%	9%	-0.9	i	10%	7%	13%
CC(C)CNC(=O)C(=O)NC1CCCC1	nt	-0.8%	-1%	9%	0.2	i	10%	7%	6%
